Compound activity deposited in PubChem by Sanford-Burnham Center for Chemical Genomics.
PfGluPho inh: PfG6PD (Plasmodium falciparum) enzyme inhibition; PfGluPho enzyme, NADPH resazurin-diaphorase fluorescence; inhibition, % at 20 µM; 350,000 compounds, 0.78% hits; AID 504690;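 active = inhibition reaching at least a set limit at 20 µM in the primary screen, cut at about 59% in these data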;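 also: 0% = DMSO wells with substrate and 100% = DMSO wells lacking glucose-6-phosphate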
SENP6 block: inhibitors of human SENP6 protease; Q9GZR1; 330,000 compounds, 1.8% hits; Recombinant SENP6 catalytic domain, aminoluciferin luminescence; inhibition, % at 10 µM;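 active = inhibition above about 50% at the single tested dose, limit read from the data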;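 also: plate controls were DMSO wells with enzyme for no effect and DMSO wells lacking enzyme for full effect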
Target sequence (Q9GZR1 628-1112 limits assumed): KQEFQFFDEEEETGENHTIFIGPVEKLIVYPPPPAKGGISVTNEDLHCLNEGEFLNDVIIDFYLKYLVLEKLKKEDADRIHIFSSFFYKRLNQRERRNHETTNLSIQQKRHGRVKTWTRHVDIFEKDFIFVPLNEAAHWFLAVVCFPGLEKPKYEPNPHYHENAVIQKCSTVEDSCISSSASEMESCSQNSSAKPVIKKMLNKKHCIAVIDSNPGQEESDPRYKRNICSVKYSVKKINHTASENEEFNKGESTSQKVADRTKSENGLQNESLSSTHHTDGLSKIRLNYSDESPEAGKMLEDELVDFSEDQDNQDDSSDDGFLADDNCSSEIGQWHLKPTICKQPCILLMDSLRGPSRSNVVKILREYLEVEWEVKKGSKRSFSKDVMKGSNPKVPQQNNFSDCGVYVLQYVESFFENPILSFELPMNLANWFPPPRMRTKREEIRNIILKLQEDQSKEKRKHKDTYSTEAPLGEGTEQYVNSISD
hIAP act: increases human intestinal alkaline phosphatase activity | purified human IAP, CDP-Star luminescence, 30 min; stronger effect = higher value; 1 = vehicle-only enzyme, 0 = enzyme-free background | activation factor at 10 µM | 330,000 compounds, 0.16% hits | AID 2524;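 active = activation factor of the enzyme at least 2-fold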; also: the source names both 10 and 20 µM as test concentration; values of inactives mirror those of a sister screen read the other way
Target sequence (P09923 whole entry, looked up): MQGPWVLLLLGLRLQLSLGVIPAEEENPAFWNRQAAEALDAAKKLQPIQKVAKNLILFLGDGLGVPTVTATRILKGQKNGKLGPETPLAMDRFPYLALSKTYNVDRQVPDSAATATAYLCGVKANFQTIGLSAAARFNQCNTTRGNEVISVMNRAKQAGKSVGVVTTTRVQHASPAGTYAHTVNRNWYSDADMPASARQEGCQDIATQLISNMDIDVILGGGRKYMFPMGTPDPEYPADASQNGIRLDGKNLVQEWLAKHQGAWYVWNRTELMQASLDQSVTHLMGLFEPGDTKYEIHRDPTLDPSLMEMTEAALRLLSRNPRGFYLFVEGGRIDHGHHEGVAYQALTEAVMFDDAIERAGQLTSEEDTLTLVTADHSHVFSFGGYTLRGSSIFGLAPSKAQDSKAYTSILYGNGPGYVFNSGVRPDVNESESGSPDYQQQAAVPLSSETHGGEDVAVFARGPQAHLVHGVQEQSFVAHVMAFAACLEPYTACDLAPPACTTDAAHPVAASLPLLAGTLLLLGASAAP
MPTP inh: inhibitors of mitochondrial permeability transition pore; isolated mouse mitochondria, Ca2+ swelling absorbance, 30 min; inhibition, % at 10 µM; 360,000 compounds, 1.4% hits; AID 602449;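 active = inhibition of 50% or more, scaled per plate between neutral and stimulator controls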;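 also: 0% = DMSO wells given calcium and 100% = 1 mM EGTA wells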
SENP8 inh: SENP8 (human) protease inhibition | inhibition, % at 20 µM | 360,000 compounds, 0.64% hits | recombinant SENP8, Nedd8 substrate fluorescence | Q96LD8; in the data active = inhibition mostly above about 40%, no sharp cut-off; inactive = mostly below about 27%
SENP1 inh: inhibitors of human SENP1 SUMO protease catalytic domain. Q9P0U3. recombinant SENP1 catalytic domain, CyPet-SUMO1-YPet FRET cleavage. inhibition, % at 10 µM. 360,000 compounds, 0.21% hits. AID 624204;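 active = inhibition at least 30% at 10 µM, raw YFP signal under a set limit, fluorescence ratio 0.5 to 1.5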;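 also: 0% = enzyme with DMSO and 100% = no enzyme wells; some results filed as inactive read as strong as hits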
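Assay system – human recombinant His6-tagged SENP1 catalytic domain enzyme · Input – SENP1 enzyme, 20 pM final · Buffer or medium – Tris pH 8 buffer plus EDTA, NaCl, BME, BSA, NP40, catalase · Schedule – 50 min reaction at room temperature · Technique – FRET read of cyan and yellow fluorescence · Control set – no-enzyme wells low, DMSO-plus-enzyme wells high control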
ATG4B inhibitor: inhibitors of human ATG4B cysteine protease | Q9Y4P1 | ATG4B cleavage of LC3-PLA2, NBD-HPC fluorescence, 1 h | inhibition, % at 8.33 µM | 340,000 compounds, 0.51% hits | AID 504462; in the data active = inhibition above about 40%
NR3A LBD binder: modulates the human NR3A ligand-binding domain | 340,000 compounds, 2.5% hits | Tm shift relative to glycine control, % at 25 µM | AID 1259313 | NR3A LBD differential scanning fluorimetry, Tm shift; 0% = protein alone, 100% = glycine-bound protein;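 active = melting temperature shift of at least 10% of the positive control shift, at one fixed dose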
* = called active by the depositor; i = inactive; · = no result given.

Screens in order: SENP8 inh, ATG4B inhibitor, hIAP act, SENP1 inh, MPTP inh, SENP6 block, PfGluPho inh, NR3A LBD binder
> Cn1cc(S(=O)(=O)N2CCOCC2)cc1C(=O)O
    9, 5, 0.99, 2, -0.6, 0, -3, 2
> COc1ccc(C(=O)CSc2nc(=O)n(Cc3cccnc3)c3c2CCC3)cc1
    -18, -2, ·, -48, -1.6, ·, 13, -1
> Cc1ccc(S(=O)(=O)NCCC(=O)Nc2cccc(S(=O)(=O)N3CCCC3)c2)cc1C
    10, -12, 1, 2, 0.2, 5, 11, -14
> CC(NC(=O)COC(=O)C12CC3CC(CC(Br)(C3)C1)C2)c1ccccc1 (configuration not stated)
    -4, -8, 0.91, 3, -0.6, -7, 17, 4
> N#C/C(=C\c1ccc(N2CCOCC2)cc1)c1ccccc1
    -11, 1, 1, -51, -0.1, 39, 55, -2
> COCCNC(=O)CN(c1ccccc1OC)S(C)(=O)=O
    -2, 0, 0.92, -1, -0.3, 12, -9, -10
> COc1ccc(S(=O)(=O)N(C)C[C@H]2Oc3ccc(NC(=O)NC(C)C)cc3C(=O)N([C@H](C)CO)C[C@@H]2C)cc1
    30, -1, 1.1, 4, 0.6, -11, -2, -3
> CC(=O)Nc1ccc(Nc2ncnc3c2cnn3-c2cccc(C)c2)cc1
    8, -19, 0.75, 2, 0.5, 4, 12, 22*
> CCC(C)NC(=O)C1c2ccccc2C(=O)N(c2ccc(OC)cc2)C1c1ccc(OC)cc1 (configuration not stated)
    7, -16, 0.93, 0, 2.0, 4, -5, 2
> C[C@@H]1C[C@H]2[C@@H]3CCC4=CC(=O)C=C[C@]4(C)[C@@]3(F)[C@@H](O)C[C@]2(C)[C@@]1(O)C(=O)COP(=O)(O)O
    3, -2, 1, -1, 0.9, 0, -10, 0
> COc1ccc(OC[C@@H](O)CNC(=O)c2cccc3c2C(=O)c2ccc(Cl)cc2S3(=O)=O)cc1
    8, -10, 1, -6, -1.8, -4, -4, 0
> Cc1ccc(NC(=O)c2cccc(S(=O)(=O)N3CCN(C)CC3)c2)cc1F
    15, -15, 1, 2, -0.5, -20, 5, 3
> O=S(=O)(NCc1ccc2c(c1)OCO2)c1cnc[nH]1
    6, 2, 0.82, -2, -0.4, -10, -8, -2
> COc1ccccc1C1C(C(=O)c2sc(C)nc2C)=C(O)C(=O)N1CCN1CCOCC1 (configuration not stated)
    17, -4, 0.99, -25, 3.4, -1, 0, 1
> NC(=O)CSCc1c(Cl)cccc1Cl
    12, 5, 0.93, 0, -0.2, -4, 6, 3
> CCOC(=O)c1nn(-c2ccc(C)cc2)cc1O
    -20, -11, 0.87, -3, 3.0, 35, -13, 0
> S=C(NCCSCc1ccc(Cl)cc1Cl)Nc1ccccc1
    24, 35, 0.91, 0, 97*, -6, -11, 17*
> COc1ccccc1C1=NOC(C)(c2nnc(-c3cccc(Cl)c3)o2)C1 (configuration not stated)
    6, 12, 0.95, -1, -0.2, -13, -9, 4
> CN(CCOc1ccccc1)CC(=O)Nc1ccc(Cl)cc1[N+](=O)[O-]
    8, 0, 0.89, 2, 1.4, -4, 5, 4
> Cc1cc(C)c(S(=O)(=O)N2CCN(C)CC2)c(C)c1
    14, -4, 1.1, 3, -2.3, 14, -5, 0
> CC(CCN1CCN(c2ccccn2)CC1)c1ccccc1 (configuration not stated)
    11, 2, 0.95, 0, 0.6, -18, -8, 0
> N=c1oc2ccc([N+](=O)[O-])cc2cc1C(=O)NCc1ccccc1
    23, 1, 1.3, 57*, 0.0, 3, -12, -3
> Cn1nc(C(=O)Nc2cccnc2)c2ccccc2c1=O
    3, -9, 1.2, -2, 0.3, -6, 8, 0
> CC(C)N1CCc2c(sc(NC(=O)c3ccc(S(=O)(=O)N4CCCCC4C)cc3)c2C(N)=O)C1 (configuration not stated)
    -34, 3, 0.97, -31, -0.2, -9, 10, 2
> COc1cc(OC)c(C2CC(=O)N3CN(c4ccccc4)CSC3=C2C#N)cc1OC (configuration not stated)
    0, 3, 0.96, -28, 6.4, 12, 81*, -1
> Cc1cc(Cl)ccc1OCc1nc(-c2ccncc2)no1
    ·, 2, 1.1, ·, ·, 13, -5, 5
> Cc1nc(-c2cccc(NC(=O)c3ccc(Br)o3)c2)cs1
    0, 9, 1.1, -1, -1.1, -2, 12, 5
> COCCCNC(=O)c1ccc(CS(=O)(=O)c2ccc(OC)cc2)o1
    -6, 3, 0.98, 1, 0.1, -18, 12, 1
> Cc1ccsc1/C=C1/NC(=O)N(Cc2ccc(F)cc2)C1=O
    -8, 31, 1.1, -14, 1.3, -4, 5, -7
> O=c1cc(CSc2ccc(Cl)cc2)nc(N2CCOCC2)[nH]1
    9, -8, 1, 0, -1.2, 4, -19, 0

Some of the entries so far, field by field.
COc1ccc(S(=O)(=O)N(C)C[C@H]2Oc3ccc(NC(=O)NC(C)C)cc3C(=O)N([C@H](C)CO)C[C@@H]2C)cc1
- SENP8 inh = 30
- ATG4B inhibitor = -1
- hIAP act = 1.1
- SENP1 inh = 4
- MPTP inh = 0.6
- SENP6 block = -11
- PfGluPho inh = -2
- NR3A LBD binder = -3

CC(=O)Nc1ccc(Nc2ncnc3c2cnn3-c2cccc(C)c2)cc1
- SENP8 inh = 8
- ATG4B inhibitor = -19
- hIAP act = 0.75
- SENP1 inh = 2
- MPTP inh = 0.5
- SENP6 block = 4
- PfGluPho inh = 12
- NR3A LBD binder = 22*

Structures above printed as active in NR3A LBD binder:
SMILES,ATG4B inhibitor,hIAP act,SENP1 inh,MPTP inh,SENP6 block,PfGluPho inh,NR3A LBD binder
CC(=O)Nc1ccc(Nc2ncnc3c2cnn3-c2cccc(C)c2)cc1,-19,0.75,2,0.5,4,12,22*
S=C(NCCSCc1ccc(Cl)cc1Cl)Nc1ccccc1,35,0.91,0,97*,-6,-11,17*

Other entries
Screens in order: SENP8 inh, ATG4B inhibitor, hIAP act, SENP1 inh, MPTP inh, SENP6 block, PfGluPho inh, NR3A LBD binder
> CCC(=O)c1cn(CC(=O)Nc2ccc(C)cc2)c2ccccc12
    14, -8, 0.91, 2, 0.7, 2, -15, -4
> Cc1ccc(S(=O)(=O)N2CCSC2)cc1C
    5, -1, 0.99, 3, -0.8, 3, -1, 2
> C/C(=N\NC(=O)c1c[nH]c2ccccc12)c1ccc2c(c1)OCO2
    5, -10, 0.79, -2, 3.1, -30, 6, 7
> O=C(O)C1OC(Oc2cc3oc(-c4ccccc4)cc(=O)c3c(O)c2O)C(O)C(O)C1O (configuration not stated)
    11, 4, 1.3, 2, 1.4, -4, 16, 0
> C/C(Cc1ccccc1)=N\NC(=O)CNC(=O)Cc1ccccc1
    10, 1, 0.92, 0, 5.0, -10, 8, -2
> COc1ccc(S(=O)(=O)N2CCOC2CNC(=O)C(=O)NCc2ccc3c(c2)OCO3)cc1C (configuration not stated)
    10, ·, ·, 0, -0.6, ·, 1, ·
> CCN(CC)CCN1C(=O)C(=O)/C(=C(/O)c2c(C)[nH]c(C(=O)OC)c2C)C1c1ccc(OC)cc1 (configuration not stated)
    28, -4, 1.1, 3, 1.8, -1, -6, 0
> CCOC(=O)Nc1cc(C(=O)OCC)c(C)nc1C
    21, -6, 1.1, -1, -6.2, -3, -16, -3
> Cc1ccccc1CS(=O)(=O)Cc1ccc(C(=O)NCCc2ccccc2)o1
    7, 6, 1.8, -3, 0.6, -3, -16, -3
> COc1cc(NC(=O)C2CCCC2)c(OC)cc1Cl
    16, -7, 1.4, 0, -1.6, -20, 0, -8
> CN(C)CCN(C(=O)c1ccc(C(=O)c2ccccc2)cc1)c1nc2cc3c(cc2s1)OCCO3
    8, 12, 1.3, 0, -0.2, -11, 14, 0
> Cc1cccc(C)c1N1CCN(C(=O)N2CCOCC2)CC1
    23, -6, 1.1, -2, 1.1, -9, -7, 2
> Cc1ccc(C)c(N2CCN(C(=O)C3CCCN(c4ncnc5c4nc4n5CCCCC4)C3)CC2)c1 (configuration not stated)
    11, 8, 1.2, 0, -0.5, -20, 12, 0
> CCOC(=O)Nc1ccc2c3c(cccc13)-c1ccccc1-2
    i, -18, ·, -32, 1.6, ·, 34, 0
> CCCC/C(O)=C1\C(=O)CC(C)(C)CC1=NCCCCCC(=O)O
    5, -4, 1.1, -3, -2.3, -20, -3, 1
> COc1c(C=O)cc2c3c1CCCN3CCC2
    -130, -3, 0.96, -9, 0.1, 4, 11, 0
> Cc1ccc(NC2CCCCC2NS(=O)(=O)c2ccccc2)c(C)c1 (configuration not stated)
    9, 11, 1.1, 2, 7.3, 1, 12, -13
> COc1nc(C)c2cc(C)oc2n1
    9, 9, 0.93, 0, -0.4, 5, -10, -3
> CCC1=C(c2ccc(C)cc2)S(=O)(=O)N=C1N1CCC(C(=O)NCCCN2CCCCC2C)CC1 (configuration not stated)
    4, 6, 0.93, -24, -0.5, -11, -5, 1
> O=C(O)c1cc(NC(=O)c2ccccc2[N+](=O)[O-])ccc1O
    12, 5, 1, 1, -1.5, 2, -22, 0
> Cn1nc(-c2ccc(N3CCN(CCO)CC3)c([N+](=O)[O-])c2)c2ccccc2c1=O
    17, -6, 1, 0, 1.5, -9, 4, 2
> Nc1nonc1-c1nc2ccccc2n1CC(=O)N/N=C/c1ccc(-c2ccccc2C(=O)O)o1
    -217, -3, 1.2, -26, -2.7, -3, -10, -1
> CC1CC(C)CN(c2oc(-c3ccco3)nc2C#N)C1 (configuration not stated)
    -282, 2, 0.99, -2, 1.1, -3, 11, -4
> O=S1(=O)CCN(C(CO)c2ccccc2)CC1 (configuration not stated)
    9, 1, 1.1, 1, -0.6, 16, -7, 0
> COc1ccc(-c2ccnc3c(C(=O)O)cnn23)cc1
    -426, 2, 0.88, -3, -0.3, -7, -6, -2
> COc1cc(/C=N/N(C)c2ccccc2)cc(Cl)c1O
    14, -1, 0.99, -1, 6.0, -26, 41, 0
> Cc1ccc(NS(=O)(=O)c2cc(C(=O)N3CCc4ccccc4C3)ccc2Cl)cc1
    3, 17, 0.99, -1, 0.9, -33, -24, -12

Part of the list above, as labelled records:
COc1nc(C)c2cc(C)oc2n1
  SENP8 inh: 9
  ATG4B inhibitor: 9
  hIAP act: 0.93
  SENP1 inh: 0
  MPTP inh: -0.4
  SENP6 block: 5
  PfGluPho inh: -10
  NR3A LBD binder: -3

CCC1=C(c2ccc(C)cc2)S(=O)(=O)N=C1N1CCC(C(=O)NCCCN2CCCCC2C)CC1 (configuration not stated)
  SENP8 inh: 4
  ATG4B inhibitor: 6
  hIAP act: 0.93
  SENP1 inh: -24
  MPTP inh: -0.5
  SENP6 block: -11
  PfGluPho inh: -5
  NR3A LBD binder: 1

3 entries drawn at random from those above:
Screens in order: SENP8 inh, ATG4B inhibitor, hIAP act, SENP1 inh, MPTP inh, SENP6 block, PfGluPho inh, NR3A LBD binder
> Cc1ccc(S(=O)(=O)N2CCSC2)cc1C
    5, -1, 0.99, 3, -0.8, 3, -1, 2
> COc1nc(C)c2cc(C)oc2n1
    9, 9, 0.93, 0, -0.4, 5, -10, -3
> COc1cc(NC(=O)C2CCCC2)c(OC)cc1Cl
    16, -7, 1.4, 0, -1.6, -20, 0, -8
